# Dicer processing: human Dicer pre-microRNA cleavage inhibition. z-score at 25 µM. AID 1347074. 6% of 47,000 active. Q9UPY3. cat-ELCCA pre-miR-21 Dicer processing, chemiluminescence; hits give high values; in the data active = z-score above about 3, passing the limit was not always enough;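 also: plate controls were vehicle for no effect and no enzyme for full effect; higher signal means more uncleaved substrate so more Dicer inhibition; strong numbers were not always called active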
# Target sequence (Q9UPY3 whole entry, looked up): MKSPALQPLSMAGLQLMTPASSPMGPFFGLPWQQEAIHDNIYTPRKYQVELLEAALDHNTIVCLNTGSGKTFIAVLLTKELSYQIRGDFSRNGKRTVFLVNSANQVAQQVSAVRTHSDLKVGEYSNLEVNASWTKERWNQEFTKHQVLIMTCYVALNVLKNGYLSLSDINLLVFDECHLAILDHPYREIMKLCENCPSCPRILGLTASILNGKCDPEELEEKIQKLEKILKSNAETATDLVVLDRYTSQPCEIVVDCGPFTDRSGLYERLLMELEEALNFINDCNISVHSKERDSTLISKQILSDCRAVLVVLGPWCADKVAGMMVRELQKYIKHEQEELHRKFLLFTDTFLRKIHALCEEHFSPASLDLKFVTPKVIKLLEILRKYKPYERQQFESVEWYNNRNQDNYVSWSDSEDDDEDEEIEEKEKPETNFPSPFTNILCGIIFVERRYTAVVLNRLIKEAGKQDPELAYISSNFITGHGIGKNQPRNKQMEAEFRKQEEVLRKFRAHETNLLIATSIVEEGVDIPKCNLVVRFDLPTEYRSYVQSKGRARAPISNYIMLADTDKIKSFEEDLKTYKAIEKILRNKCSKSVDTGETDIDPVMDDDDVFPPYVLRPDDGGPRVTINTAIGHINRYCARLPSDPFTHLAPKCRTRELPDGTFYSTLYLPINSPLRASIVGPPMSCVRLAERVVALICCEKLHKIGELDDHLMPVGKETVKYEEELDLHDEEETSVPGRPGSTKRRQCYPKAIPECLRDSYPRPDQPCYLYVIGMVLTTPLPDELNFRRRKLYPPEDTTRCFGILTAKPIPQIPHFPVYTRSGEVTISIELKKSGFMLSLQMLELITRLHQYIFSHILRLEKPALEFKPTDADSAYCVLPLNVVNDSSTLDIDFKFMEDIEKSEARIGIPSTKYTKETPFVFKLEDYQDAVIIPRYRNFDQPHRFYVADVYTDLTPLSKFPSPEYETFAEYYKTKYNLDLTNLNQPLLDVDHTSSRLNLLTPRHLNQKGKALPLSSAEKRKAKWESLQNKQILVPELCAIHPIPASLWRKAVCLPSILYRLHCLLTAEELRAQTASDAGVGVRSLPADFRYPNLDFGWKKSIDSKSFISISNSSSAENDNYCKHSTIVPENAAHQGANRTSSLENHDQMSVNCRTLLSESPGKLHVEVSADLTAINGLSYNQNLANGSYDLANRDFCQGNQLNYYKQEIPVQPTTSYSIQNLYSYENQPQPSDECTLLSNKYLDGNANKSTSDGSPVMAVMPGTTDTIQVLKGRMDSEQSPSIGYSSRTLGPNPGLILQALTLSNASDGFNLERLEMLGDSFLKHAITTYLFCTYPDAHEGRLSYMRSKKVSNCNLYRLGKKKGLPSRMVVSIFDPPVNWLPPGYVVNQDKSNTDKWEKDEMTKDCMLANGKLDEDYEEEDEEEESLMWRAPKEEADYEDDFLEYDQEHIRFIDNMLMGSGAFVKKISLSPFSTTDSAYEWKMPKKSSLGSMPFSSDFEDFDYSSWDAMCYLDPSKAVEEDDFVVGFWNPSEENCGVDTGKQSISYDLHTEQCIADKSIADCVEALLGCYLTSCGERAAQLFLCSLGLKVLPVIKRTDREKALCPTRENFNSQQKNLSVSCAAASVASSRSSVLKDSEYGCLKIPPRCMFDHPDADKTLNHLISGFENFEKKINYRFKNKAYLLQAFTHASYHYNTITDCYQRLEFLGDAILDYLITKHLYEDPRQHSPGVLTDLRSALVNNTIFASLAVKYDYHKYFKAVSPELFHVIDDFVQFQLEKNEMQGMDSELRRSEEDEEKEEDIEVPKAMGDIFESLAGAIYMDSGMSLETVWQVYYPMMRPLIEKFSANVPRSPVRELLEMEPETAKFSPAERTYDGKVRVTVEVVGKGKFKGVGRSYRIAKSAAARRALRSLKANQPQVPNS
# * hit, by the source's call. Not all compounds are listed; the hit share may differ from the screen's.
SMILES,Dicer processing
CC(=O)OC1CC2C(=C3CCC(O)CC31C)CCC1(C)C(C(C)CCCC(C)C)CCC21 (stereo not drawn),0.56
Cc1ccc(-n2ncc3c2ncn2nc(-c4ccccc4)nc32)cc1,0.22
Cc1nn(-c2ccccc2)c2c1C(=O)C(Br)C(C)(C)C2 (stereo not drawn),0.93
CC1=NN(c2ccc(Cl)cc2)C(=O)C1CCO (stereo not drawn),-2.17
CC(C)c1nc2sc3c(ncn4ncnc34)c2c2c1CCCC2,-0.49
COc1ccc(COC(=O)C2=C(C)NC3=C(C(=O)CCC3)C2c2ccc(O)c(OC)c2)cc1 (stereo not drawn),1.41
CSc1nsc(SC)c1C(N)=O,0.5
CCOc1ccc(S(=O)(=O)Nc2ccncc2)c(C)c1C,0.59
CCOC(=O)C1C2C=CC3(CN(c4ccccc4Cl)C(=O)C13)O2 (stereo not drawn),0.16
O=C1CC(c2ccc(F)cc2)Sc2ccccc2N1 (stereo not drawn),-1.24
O=Nc1c(-c2c(O)[nH]c3cc(Br)ccc23)[nH]c2ccccc12,-1.1
O=C(O)Cc1sc(Nc2ccccn2)nc1-c1ccccc1,0.28
COc1c(Cl)cc(Cl)c(OC)c1C(=O)NC(=O)Nc1c(Cl)cc([N+](=O)[O-])cc1Cl,-1.03
CC(C)(C)n1nc(C2CC2)cc1NC(=O)c1ccccc1,-0.49
NC(=O)c1ccc(-c2ncc3c(n2)-c2ccsc2SC3)cc1,-0.44
CCc1cc(C(=O)c2ccc(OC)cc2)c(NC(=O)COCC(=O)O)s1,-0.42
O=C(COC(=O)c1ccc(F)c(Cl)c1)c1ccc(Cl)cc1,0.91
Cc1ccc(-c2noc(COc3ccc(Cl)cc3)n2)cc1,6.94
O=C(Nc1ccccc1)Nc1cc(C2CC2)nn1-c1ccccc1,-0.8
C#Cc1cccc(NC(=O)c2ccccc2)c1,-0.48
CC(C)(C)c1cc(C(C)(C)C)n(-c2ccc(C(=O)O)cc2)n1,-0.66
O=C(O)CCSC1=CCS(=O)(=O)c2ccc(Cl)cc21,1.87
CCOC(=O)C1=C(C)NC2=C(C(=O)c3ccccc32)C1c1ccccc1OC (stereo not drawn),1.44
COc1ccc(C(=O)c2oc3ccc4ccccc4c3c2C)cc1,-1.34
Cc1onc(-c2c(Cl)cccc2Cl)c1NC(=O)SCc1c(Cl)cccc1Cl,-0.69
CCOC(=O)NC(Nc1cccc(F)c1)(C(=O)OCC)C(F)(F)F (stereo not drawn),-0.3
CSc1sc(-c2nc(C)cs2)c(C)c1-c1ccnc(SCc2ccc(Cl)cc2)n1,-0.73
CCc1nn2cc(C(C)(C)C)nc2s1,0.44
O=C(O)c1ccc(S(=O)(=O)NC2CCS(=O)(=O)C2)cc1 (stereo not drawn),1.5
Cc1ccc(C(=O)/C=C/Oc2ccc(Cl)c(C)c2)cc1,-1.06
Cc1ncc(CO)c(CO)c1O,0.18
CC1CN(Cc2ccccc2)CCN1C(=O)c1csc(-c2cccs2)n1 (stereo not drawn),30.1
CCCCOC(=O)C(C)Sc1n[nH]c(=O)[nH]c1=O (stereo not drawn),-0.21
Cc1sc(NC(=O)C(C)C)c(C(=O)O)c1C,0.62
O=S(=O)(NCCSc1nnnn1-c1ccccc1)c1ccc(F)cc1,-0.78
COc1ccc(CN2C(=O)c3oc4ccc(F)cc4c(=O)c3C2c2cccc(O)c2)cc1 (stereo not drawn),2.09
Nc1ccc(Sc2ccc(Cl)cc2)nc1,1.13
CCCSC(=S)c1c(C)[nH]n(-c2ccccc2)c1=O,9.17
COc1ccccc1C1CC(=O)C2=C(C1)NC(C)=C(C(=O)OC(C)C)C2c1cccs1 (stereo not drawn),1
CCCCc1ccc(N=CNO)c(C)c1,4.02*
Nc1ccc2nn(-c3cccc4ccccc34)nc2c1,-1.44
N/C(=N\OC(=O)c1ccc(Cl)cc1)c1cnccn1,-0.06
CCc1ccccc1N1C(=O)C2C3c4ccccc4C(C(=O)O)(c4ccccc43)C2C1=O (stereo not drawn),1
CCCCN1C(=O)C2(/C(=C(/O)c3ccc(Cl)cc3)C(=O)C(=O)N2CCCOC)c2ccccc21 (stereo not drawn),0.62
N#C/C(=C\Nc1cc(C(F)(F)F)cc(C(F)(F)F)c1)S(=O)(=O)c1ccccn1,0.21
Fc1ccc(CNCc2ccc3c(c2)OCO3)cc1,2.52
Fc1ccc2c(c1)-c1c(cnc3cc(-c4ccccc4)nn13)CO2,-0.67
COc1ccc(S(=O)(=O)Nc2nnc(CC(C)(C)C)s2)cc1,1.1
CC(C)(C)c1ccc(C(=O)/C=C/C(=O)O)cc1,-0.72
CCNc1nc(Cl)nc(NCCOc2ccc(C)cc2)n1,1.39
Cc1ccc(OCc2nc(-c3cc(C)nc4ccccc34)no2)c(C)c1,2.84
Nc1ccc(-c2nc3ccc(C(=O)O)cc3s2)cc1,0.3
COc1cc(Cl)c(C2Oc3nc(SC)nnc3-c3ccccc3N2C(C)=O)cc1OC (stereo not drawn),0.31
O=C(N/N=C/c1ccc([N+](=O)[O-])o1)c1ccc(O)cc1,-0.44
CCCCOc1cc([N+](=O)[O-])c(OCCCC)cc1N1CCOCC1,0.01
CCc1ccc2[nH]c3nc(SCC(=O)O)nnc3c2c1,1.07
Cn1c(=O)c2cc3cc(Cl)ccc3nc2c2c(=O)n(-c3ccccc3)c(=O)n(-c3ccccc3)c21,-2.35
CC(C#N)(Nc1ccc(Cl)cc1)c1ccccc1 (stereo not drawn),2.84
Cc1[nH]nc2c1C(c1ccc(O)c(O)c1)C(C#N)=C(N)O2 (stereo not drawn),0.65
CN1C(=O)c2cccc3c(Br)c(N)cc(c23)C1=O,-1.03

# (next part)
SMILES,Dicer processing
CCCCOC(=O)NC(Nc1ccc(OC)cc1)(C(F)(F)F)C(F)(F)F,-1.32
Cc1nc(Nc2ccc(F)cc2)nc2c1C(=O)CC(C)C2 (stereo not drawn),1.23
Cc1oc(-c2ccccc2)cc1C(=O)/C=C/N(C)C,1.66
CC1CN(c2nc3ccccc3nc2SCC(=O)NCC2CCCO2)CC(C)O1 (stereo not drawn),1.04
CCc1ccc2oc3nc(N)c(C#N)cc3c(=O)c2c1,-0.94
Cc1ccc(OCC(O)Cn2cnc3cc(C)c(C)cc32)cc1 (stereo not drawn),0.56
O=c1cc(C(F)(F)F)nc(C2CC2)[nH]1,-1.22
Cc1oc(S(=O)(=O)N(C)C)cc1C(=O)O,-2.04
c1ccc(-c2cn3c4ccccc4n(CCN4CCCCC4)c3n2)cc1,2.09
Oc1ccc(Cl)c(C(c2c[nH]c3ccccc23)c2c[nH]c3ccccc23)c1,0.64
NC(=S)CS(=O)(=O)Cc1cccc(C(F)(F)F)c1,-0.83
CCOC(=O)c1c(N2C(=O)CSCC2=O)sc2c1CCCC2,-0.06
Cc1ccc(CSc2nnc([C@@H]3CCCN3)o2)cc1,-0.42
CCCCCN1C(C(=O)c2ccccc2)=C(NC(=O)C(C)(C)C)c2ccccc2S1(=O)=O,-0.85
COc1ccc(NC(=O)/C=C/C(=O)O)c([N+](=O)[O-])c1,1.94
CCOC(=O)c1cc(-c2cccs2)nn1C(=O)c1ccccc1,-0.11
CC(C)(CO)NC(=O)c1cccc(C(=O)NC(C)(C)CO)c1F,1.97
O=C(O)c1ccc(-c2ccsc2)cc1,1.77
Brc1ccc2c(c1)C1CC(c3ccccc3)=NN1C(c1cccnc1)O2 (stereo not drawn),1.04
Cc1ccc(C)c(Oc2coc3cc(OCC(=O)OCC(C)C)ccc3c2=O)c1,1.9
COC(Cn1c(SCc2ccc(Cl)cc2)nnc1-c1ccccc1)OC,-1.58
O=C(CSc1nnc2scc(-c3ccc(Cl)cc3)n12)c1ccccc1,-0.07
C=C(NCc1ccco1)c1ccc(Cl)cc1,-0.25
Cc1nn2cc(-c3ccc(Cl)cc3)nc2s1,1.19
O=C(c1cnc2cc(-c3ccccc3)nn2c1)c1ccccc1O,-1.49
CSC(SC)=C(C#N)c1ccc(Cl)cc1Cl,-0.31
CCOC(=O)c1c(SC)nc2c(Cl)cccc2c1Oc1cccc(Cl)c1,-1.94
O=C(Cn1c(=O)sc2ccccc21)Nc1nc(-c2ccc(Br)cc2)cs1,-0.5
CC(=O)Nc1nonc1-c1nc2ccccc2n1CC1CC1,0.21
Cc1cc(C)nc(NC2=NCC(=O)N2c2ccc(C)c(Cl)c2)n1,0.11
O=C(C1CCCCC1)N1CC(=O)N2CCc3ccccc3C2C1 (stereo not drawn),9.75
Cn1nc(-c2ccc(Cl)cc2)[nH]c1=O,-1.42
CN(C)/C=N/NC(=O)c1cc(C(C)(C)C)[nH]n1,0.2
O=C(O)CSc1nc2ccccc2s1,-1.8
Cc1ccc(S(=O)(=O)C(C#N)=C2SCCS2)cc1,-1.86
S=C(N/N=C/C=C/c1ccccc1)NC1CC2C=CC1C2 (stereo not drawn),1.17
Cn1cc(C(c2cccs2)c2cn(C)c3ccccc23)c2ccccc21,0.9
O=C(NCCCn1ccnc1)C1CC(c2ccccc2Cl)=NO1 (stereo not drawn),-0.67
CC1(C)C(=O)C2(CCCCC2)C(=O)OC1C(=O)c1ccc(Br)cc1 (stereo not drawn),-0.68
O=c1c(Cc2ccccc2)c(O)nc2n1CCS2,-0.66
CCCCCn1c(Sc2ncc([N+](=O)[O-])s2)n[nH]c1=O,1
O=C1CSC(=S)N1CCc1ccccc1,-0.6
Cc1ccc(Oc2c(C)nc(C)[nH]c2=O)cc1,-0.07
O=C(NCC1NCCc2ccccc21)C1CCCCC1 (stereo not drawn),1.51
CSc1nnc(SCc2nc(-c3ccc([N+](=O)[O-])cc3)cs2)s1,0.44
Cn1ccnc1Sc1cnc(=S)[nH]c1-c1ccccc1,-0.48
N=c1scc(-c2ccc(Cl)cc2)n1-c1ccccc1F,0.21
CC1=C(C(=O)OCCOC(C)C)C(c2cccnc2)C2=C(CCCC2=O)N1 (stereo not drawn),-0.11
NCC[C@H](O)C(=O)N[C@@H]1C[C@H](N)[C@@H](O[C@H]2O[C@H](CN)[C@@H](O)[C@H](O)[C@H]2O)[C@H](O)[C@H]1O[C@H]1O[C@H](CO)[C@@H](O)[C@H](N)[C@H]1O,76.4
O=C1CC(N2CCN(c3ccccn3)CC2)C(=O)N1c1ccc(F)cc1 (stereo not drawn),0.49
COc1ccc(C2NC(=O)c3c(sc4c3CCN(C)C4)N2)cc1 (stereo not drawn),-1.17
O=C1CCC(=O)N1c1cccc(-c2nc3ccccc3c(=O)o2)c1,-0.39
O=C1C2C3c4ccccc4C(c4ccccc43)C2C(=O)N1c1ccccc1 (stereo not drawn),2.85
COc1ccccc1-c1coc2cc(OC(=O)c3cccc(Cl)c3)ccc2c1=O,-0.87
CCCN1C(=O)C(NC(C)=O)c2cc(C)cc(C)c21 (stereo not drawn),0.87
Cc1cc(C)nc(NS(=O)(=O)c2ccc(Nc3nc(-c4c(C)nc5ncccn45)cs3)cc2)n1,2.19
Cc1cc(=O)n(C)c(=O)n1CCCCN1CCOCC1,2.32
CC(=O)Oc1ccc(C2C(C#N)=C(C)NC3=C2C(=O)CC(C)(C)C3)cc1 (stereo not drawn),-0.62
Cc1cc2n(n1)C(c1ccsc1)Nc1c(C)cccc1-2 (stereo not drawn),-0.46
CCC12CCCN3CCC4(C(=C(C(=O)OC)C1)Nc1ccccc14)C32 (stereo not drawn),-3

# A different layout for 2 compounds above:
> CCCCCn1c(Sc2ncc([N+](=O)[O-])s2)n[nH]c1=O
  Dicer processing = 1
> O=C1CSC(=S)N1CCc1ccccc1
  Dicer processing = -0.6

# Next part.
SMILES,Dicer processing
Clc1ccc(OCCSc2n[nH]c3nc4ccccc4n23)cc1,2.43
NC(=O)NC1NC(=O)NC1=O (stereo not drawn),0.23
Cc1cc(C)n(CC(O)c2ccccc2)n1 (stereo not drawn),2.07
Cc1ccc(-n2nnnc2-c2ccc(Cl)c(Cl)c2)c(C)c1,-1.31
Cn1cnc(-c2ccccc2NS(=O)(=O)c2ccc(Cl)cc2)n1,0.08
NC(=O)CCS(=O)(=O)CCC(N)=O,-0.79
CC1=C(C#N)C(c2ccccc2F)C2=C(CCCC2=O)N1 (stereo not drawn),6.56
CC1=CC(=Nc2c(C)n(C)n(-c3ccccc3)c2=O)C=CC1=O,0.1
Cc1onc(-c2c(Cl)cccc2Cl)c1C(=O)n1ccc(-c2cccs2)n1,0.19
Cc1ccc(S(=O)(=O)NNC(=S)Nc2c(Cl)cccc2Cl)cc1,-0.42
Cn1c2c(c(=O)[nH]c1=O)C(c1ccsc1)C1=C(N2)c2ccccc2C1=O (stereo not drawn),-2.93
O=C1C(=O)N(CCCN2CCOCC2)C(c2ccco2)/C1=C(\O)c1ccccc1 (stereo not drawn),12.4

# Grouped by structure, the compounds so far containing fluorine
SMILES,Dicer processing
O=C1CC(c2ccc(F)cc2)Sc2ccccc2N1 (stereo not drawn),-1.24
O=C(COC(=O)c1ccc(F)c(Cl)c1)c1ccc(Cl)cc1,0.91
CCOC(=O)NC(Nc1cccc(F)c1)(C(=O)OCC)C(F)(F)F (stereo not drawn),-0.3
O=S(=O)(NCCSc1nnnn1-c1ccccc1)c1ccc(F)cc1,-0.78
COc1ccc(CN2C(=O)c3oc4ccc(F)cc4c(=O)c3C2c2cccc(O)c2)cc1 (stereo not drawn),2.09
N#C/C(=C\Nc1cc(C(F)(F)F)cc(C(F)(F)F)c1)S(=O)(=O)c1ccccn1,0.21
Fc1ccc(CNCc2ccc3c(c2)OCO3)cc1,2.52
Fc1ccc2c(c1)-c1c(cnc3cc(-c4ccccc4)nn13)CO2,-0.67
CCCCOC(=O)NC(Nc1ccc(OC)cc1)(C(F)(F)F)C(F)(F)F,-1.32
Cc1nc(Nc2ccc(F)cc2)nc2c1C(=O)CC(C)C2 (stereo not drawn),1.23
O=c1cc(C(F)(F)F)nc(C2CC2)[nH]1,-1.22
NC(=S)CS(=O)(=O)Cc1cccc(C(F)(F)F)c1,-0.83
CC(C)(CO)NC(=O)c1cccc(C(=O)NC(C)(C)CO)c1F,1.97
N=c1scc(-c2ccc(Cl)cc2)n1-c1ccccc1F,0.21
O=C1CC(N2CCN(c3ccccn3)CC2)C(=O)N1c1ccc(F)cc1 (stereo not drawn),0.49
CC1=C(C#N)C(c2ccccc2F)C2=C(CCCC2=O)N1 (stereo not drawn),6.56
